High-throughput results as filed in PubChem BioAssay.
GLD-1 TGE inh = GLD-1-TGE RNA interaction inhibition (C. elegans). Q17339. purified GLD-1 + fluorescein TGE RNA, fluorescence polarization. 320,000 compounds, 0.44% hits. inhibition, % at 5.96 µM;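 active = percent inhibition above a per-plate cutoff, the plate mean of test compounds plus 3 SD, cut at about 30% in these data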;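 also: 0% = DMSO wells with GLD-1 and probe and 100% = wells lacking GLD-1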
Target sequence (Q17339 whole entry, looked up): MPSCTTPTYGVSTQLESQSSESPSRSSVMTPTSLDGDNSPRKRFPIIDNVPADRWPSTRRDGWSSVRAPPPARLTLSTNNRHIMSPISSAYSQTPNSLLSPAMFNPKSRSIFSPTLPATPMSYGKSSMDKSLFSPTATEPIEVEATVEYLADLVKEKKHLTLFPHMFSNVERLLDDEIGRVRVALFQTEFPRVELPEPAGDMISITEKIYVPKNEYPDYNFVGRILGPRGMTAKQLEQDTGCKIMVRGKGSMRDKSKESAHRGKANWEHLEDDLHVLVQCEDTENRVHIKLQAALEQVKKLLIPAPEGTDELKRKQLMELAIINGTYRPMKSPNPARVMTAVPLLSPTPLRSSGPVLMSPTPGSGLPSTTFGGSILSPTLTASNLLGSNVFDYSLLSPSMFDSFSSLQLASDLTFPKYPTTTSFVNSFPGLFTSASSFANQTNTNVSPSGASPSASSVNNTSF
MCL1-BIM inh = inhibitors of human MCL1 binding to BIM-BH3 peptide. inhibition, % at 10.9 µM. AID 2057. 320,000 compounds, 0.68% hits. GST-MCL1 / FITC-Bim-BH3 fluorescence polarization. Q07820;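 active = inhibition above the mean inhibition of all tested compounds plus 3 SD, set per campaign, cut at about 40% in these data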;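 also: 0% = DMSO wells and 100% = unlabeled Bim-BH3 peptide control; higher means more loss of mP so more displacement of Bim peptide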
Target sequence (Q07820 whole entry, looked up): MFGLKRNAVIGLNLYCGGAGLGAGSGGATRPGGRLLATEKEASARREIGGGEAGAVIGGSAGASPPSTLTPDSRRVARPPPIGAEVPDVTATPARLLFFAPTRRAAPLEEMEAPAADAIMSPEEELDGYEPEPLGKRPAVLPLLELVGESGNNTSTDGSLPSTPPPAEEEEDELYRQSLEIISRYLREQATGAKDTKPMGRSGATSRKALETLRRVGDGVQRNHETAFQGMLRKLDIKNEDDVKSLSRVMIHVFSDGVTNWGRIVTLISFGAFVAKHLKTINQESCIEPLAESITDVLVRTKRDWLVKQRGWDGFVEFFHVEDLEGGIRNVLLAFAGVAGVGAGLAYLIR
Bcl-xL primary = blocks human Bcl-xL binding to Bim BH3 peptide; Q07817; GST-Bcl-xL / FITC-Bim BH3 peptide fluorescence polarization; inhibition, % at 10.9 µM; 320,000 compounds, 0.7% hits;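 active = inhibition above the mean of all tested compounds plus 3 SD, cutoff set per campaign, cut at about 30% in these data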;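 also: 0% = DMSO wells and 100% = unlabeled Bim-BH3 peptide competitor; inhibitors lower millipolarization by displacing the labeled peptide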
PAFAH1B2 FP inh = inhibitors of human PAFAH1B2. 340,000 compounds, 1.2% hits. inhibition, % at 3.39 µM. recombinant PAFAH1B2, FP-rhodamine activity probe, fluorescence polarization. P68402;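 active = inhibition above the mean of all tested compounds plus 3 SD, cut at about 24% in these data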;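 also: 0% = enzyme with DMSO and 100% = wells lacking PAFAH1B2; many of its hits are not listed in these tables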
Target sequence (P68402 whole entry, looked up): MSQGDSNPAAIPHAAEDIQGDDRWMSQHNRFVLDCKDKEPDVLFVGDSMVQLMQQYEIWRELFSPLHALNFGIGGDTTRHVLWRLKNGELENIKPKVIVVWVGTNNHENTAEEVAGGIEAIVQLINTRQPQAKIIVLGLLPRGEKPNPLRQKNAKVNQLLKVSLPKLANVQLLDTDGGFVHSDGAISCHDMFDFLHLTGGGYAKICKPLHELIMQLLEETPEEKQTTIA
PME-1 inh = blocks human protein phosphatase methylesterase 1; inhibition, % at 5.9 µM; recombinant PME-1, FP-Rh probe fluorescence polarization; 320,000 compounds, 0.53% hits; AID 2130;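 active = inhibition above the campaign mean of all compounds plus 3 SD, cut at about 26% in these data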;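 also: competitive labeling of PME-1 active site by serine hydrolase directed probe; 0% = PME-1 with DMSO and 100% = wells lacking PME-1 enzyme; inhibitors block probe labeling so polarization falls and inhibition rises; many of its hits are not listed in these tables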
pPAFAH FP inh = pPAFAH (human) enzyme inhibition | Q13093 | recombinant pPAFAH, FP-rhodamine probe fluorescence polarization | inhibition, % at 3.39 µM | 330,000 compounds, 1.5% hits | AID 463082;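 active = inhibition above the mean inhibition across the screen plus 3 SD, cut at about 25% in these data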;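 also: inhibitors block binding of the rhodamine activity-based probe so polarization drops; 0% = enzyme with DMSO and 100% = wells lacking pPAFAH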
MEX-5 binding = C. elegans MEX-5 TCR-2 RNA binding activity. Q9XUB2. MEX-5/FITC-TCR2 RNA binding, fluorescence polarization; hits give low values. activity score (negative = inhibition of binding), % at 10 µM. 300,000 compounds, 0.38% hits. AID 1832;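 active = inhibition past about -25% in most replicates, and total fluorescence under double the plate's negative control median, limit read from the data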;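 also: 0% = DMSO and -100% = 5 µM competing unlabeled TCR2 RNA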
AHR act = human AHR activation; P35869; 320,000 compounds, 2.5% hits; AHR-responsive luciferase reporter cells, luminescence; activation, % at 5 µM; in the data active = activation above about 47%;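 also: 0% = vehicle wells and 100% = reference agonist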
Fam108B inh = counter-screen for RBBP9 inhibitors: inhibitors of mouse Fam108B | recombinant Fam108B, FP-Rh probe fluorescence polarization | inhibition, % at 9.51 µM | 300,000 compounds, 0.33% hits;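 active = inhibition above the screen mean inhibition plus 3 SD, computed separately per campaign, cut at about 18% in these data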;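 also: inhibitors lower polarization as less probe binds the enzyme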
Active calls of the source: *; . = no result given. These rows are one share of the data; count on the stated rates, not on these rows.

SMILES	GLD-1 TGE inh	MCL1-BIM inh	Bcl-xL primary	PAFAH1B2 FP inh	PME-1 inh	pPAFAH FP inh	MEX-5 binding	AHR act	Fam108B inh
CCc1cc2c(=O)n(-c3ccccc3)c(SCC(N)=O)nc2s1	6.3	12.3	5.2	1.8	1.4	-1.0	0.1	2.8	5.4
CCOC(=O)CCCc1ccc(/C(C)=N/NC(=S)NC)cc1	3.9	4.3	1.8	3.7	2.9	1.4	-0.7	-1.0	-3.4
Cc1cccc(NS(=O)(=O)c2cccc(C(=O)NNC(=O)c3ccccc3O)c2)c1	0.6	-0.1	0.8	6.0	4.9	24.1	.	5.3	.
CCOC(=O)N1CCN(Cc2nc3c(c(=O)n(C)c(=O)n3C)n2Cc2cccc(C)c2)CC1	2.5	-0.9	-0.8	7.7	0.1	-2.7	-3.0	0.5	0.6
CC1CCC2(CC1)NC(=O)N(CC(=O)NCCc1ccc(F)cc1)C2=O (stereo not given)	1.9	6.5	-1.1	10.6	2.7	20.3	.	0.2	.
CCc1ccc2[nH]c(=O)c(CN(CCCO)C(=O)NCc3ccccc3)cc2c1	5.9	-3.8	-0.6	9.7	1.6	15.4	0.1	0.5	-1.4
CC1(OC(=O)CCc2ccccc2)C(=O)C=C2C=C(c3ccc(C#N)cc3)N(C(CO)CO)C=C2C1=O (stereo not given)	11.0	16.0	9.2	3.4	2.7	6.2	-1.7	4.6	-0.5
O=C(c1ccccc1)c1cc2ccccc2oc1=O	7.5	0.1	-0.1	3.6	-9.0	7.5	0.7	49.0*	2.3
Cc1cc(NC(=O)CCC(=O)N(c2ccccc2)C(C(=O)NCC2CCCO2)c2cccnc2)no1 (stereo not given)	-5.0	-3.2	-1.9	-0.8	1.3	7.1	-0.9	0.9	-1.4
CSc1ccc(CNC(=O)C2Cc3cc(S(=O)(=O)N4CCCC4)ccc3N2C(C)=O)cc1 (stereo not given)	5.0	1.7	5.7	-1.0	0.8	3.0	-3.2	2.3	1.5
COc1ccc(CCNC(=O)CSc2nc3c(c(=O)n(C)c(=O)n3C)n2C)cc1OC	4.6	0.5	1.6	1.6	1.8	3.3	-3.6	0.9	-0.2
CC(NS(=O)(=O)c1ccc(OCC(=O)N2CCCC2)cc1)c1ccccc1 (stereo not given)	-1.5	4.5	2.6	1.0	2.4	14.5	-1.6	-2.7	-3.8
CCN1CCN(CC(=O)N/N=C/c2cc(Br)cs2)CC1	23.0	8.6	7.0	3.9	-6.2	-0.7	1.4	-3.5	-5.9
Cc1ccc(C(=O)CSc2nc(-c3ccccc3)ccc2C#N)cc1	-11.1	-36.1	-2.0	1.4	0.7	-2.7	-7.2	23.4	1.8
CCOc1ccc(OCCC(=O)OCC(=O)NC2CCCCC2)cc1	-0.4	12.6	4.5	6.5	4.3	30.5*	2.1	-0.1	0.9
O=c1[nH]c(/C=C/c2ccccc2OC(F)F)nc2c1cnn2-c1ccccc1	8.0	5.6	4.0	5.8	-18.6	3.9	-3.2	85.2*	-5.8
Cc1cc(C)c(Cn2ncn(-c3ccc(Br)cc3)c2=O)c(C)c1	-0.5	1.3	7.9	5.5	0.7	-1.2	-0.8	-0.3	2.5
CN(C)c1ccc(C(=O)OCC(=O)N2CCCCCC2)cc1	-9.6	-4.8	1.0	-0.9	-2.7	-0.8	0.8	0.7	-4.5
COc1ccc(/C=C/C(=O)c2ccc(C)c([N+](=O)[O-])c2)cc1O	5.5	-0.8	2.5	-1.2	0.6	7.9	-1.1	1.7	8.3
O=C(COC(=O)c1ccco1)NCc1ccc2c(c1)OCO2	-4.0	1.9	0.0	2.2	-2.0	-1.7	2.2	0.1	2.0
O=C(Nc1cccc(-c2ccc(N3CCOCC3)nn2)c1)c1ccc([N+](=O)[O-])cc1	3.4	-1.7	3.1	4.6	7.0	5.2	-0.8	-0.9	3.8
CC(CC(=O)O)NCC1COc2ccccc2O1 (stereo not given)	-5.6	-8.4	-0.3	-0.6	4.7	-1.1	-1.6	1.4	-4.9
CCOC(=O)c1cnc(-c2ccccc2)nc1N(C)C	6.5	4.0	3.7	0.1	-7.6	1.7	1.4	32.9	5.6
O=C1CCN(Cc2ccccc2)CCN1CCOc1ccccc1	1.8	11.3	10.5	4.9	4.5	0.1	-1.6	6.1	-5.1
Cc1cccc(OCCOc2ccc(/C=N/NC(=O)Cc3nnc(N)s3)cc2)c1	-0.2	11.4	-1.1	-2.8	3.9	0.7	-1.2	17.2	0.2
NC(CC(=O)O)c1cccc(OCc2ccccc2)c1 (stereo not given)	10.7	10.1	4.9	-3.3	-3.0	0.6	.	0.4	-6.1
Cc1ccc(C(=O)C(C)OC(=O)c2ccccc2[N+](=O)[O-])cc1 (stereo not given)	8.6	-3.3	1.9	1.8	4.5	7.9	0.6	3.2	4.7
NS(=O)(=O)c1ccc(NC(=S)NC2CCCCCC2)cc1	-2.1	2.2	0.7	-3.2	1.3	-0.4	-1.5	-1.1	1.6
c1nc(NCCN2CCOCC2)c2sc3nc(N4CCOCC4)c4c(c3c2n1)CCC4	-0.8	2.0	9.6	-4.6	-0.4	5.6	0.2	1.8	2.8
COc1ccc(Cl)cc1NC(=S)NC(=O)c1ccco1	7.6	3.0	2.9	-1.8	-3.7	-0.6	.	14.8	.
COC(=O)[C@]1(Cc2ccccc2)N[C@H](CN(C)C(=O)Nc2ccc(C(F)(F)F)cc2)[C@@H]2C(=O)N(C)C(=O)[C@@H]21	7.2	.	.	6.5	.	-2.7	.	3.4	.
OCCn1c(SCCOc2ccccc2)nc2ccccc21	0.9	4.6	-2.0	0.1	-4.5	5.5	2.7	-0.7	-2.3
CCOC(=O)c1c(C)[nH]c(C)c1C(=O)COC(=O)/C=C/c1ccc(OC(F)F)cc1	-5.1	-8.7	-4.6	4.7	-21.9	-1.4	-0.4	0.7	-2.1
c1ccc(Cn2ncc3c(NCc4ccco4)ncnc32)cc1	0.2	5.9	2.8	-3.4	-5.3	2.0	-0.8	1.0	2.0
O=C(CN(Cc1ccccc1F)S(=O)(=O)c1ccc(Cl)cc1)NCCCO	-1.0	9.8	4.7	-4.5	2.9	3.4	-2.2	-1.1	1.0
O=C(O)CCCCCNC(=O)c1ccncc1	0.0	-3.4	1.6	2.2	0.9	9.9	0.7	0.2	2.4
O=C(C1CCCN(Cc2ccncc2)C1)N1CCc2ccccc2C1 (stereo not given)	5.9	0.9	2.7	2.9	-1.4	-3.3	-1.2	-1.1	-2.1
CCOc1ccc(Cn2c(=O)oc3ccc(C)cc32)cc1OC	-6.6	0.1	5.5	1.3	-1.0	3.2	2.0	3.8	8.1
NC(=O)NC(Cc1ccccc1)C(=O)NCCCSc1ccccc1 (stereo not given)	-1.4	2.5	-2.3	19.4	-3.2	1.8	1.3	-1.4	-0.4
CCc1cccc(NC(=O)CCS(=O)(=O)c2cccc3nonc23)c1	3.8	3.3	7.6	0.9	-1.0	-0.3	3.5	9.5	-1.4
O=C(Nc1ccc(O)cc1)c1ccc2c(c1)C(=O)N(N1C(=O)c3ccccc3C1=O)C2=O	1.8	4.5	1.5	0.7	-4.2	-2.4	-4.9	3.3	3.3
CCCCn1c(=NC(C)=O)c(C#N)cc2c(=O)n3cccc(C)c3nc21	0.8	3.9	8.7	1.3	-4.0	1.2	1.6	4.5	2.2
CCc1cccc(C)c1NC(=O)C1CC=CCC1C(=O)O (stereo not given)	3.8	0.6	2.9	-0.9	-5.7	4.5	1.8	-0.8	4.4
O=C(O)c1cccc(S(=O)(=O)Nc2ccc(S(=O)(=O)N3CCOCC3)cc2)c1	2.9	4.2	4.2	5.7	2.6	1.2	-1.3	0.2	5.6
O=C(C1CCN(S(=O)(=O)c2ccc(Br)s2)CC1)N1CCN(c2ccccc2)CC1	0.6	0.5	4.6	9.6	12.2	5.9	1.4	-1.3	-2.1
CCn1c(/C(C#N)=N/O)nc2ccccc21	-4.4	-2.9	-0.5	-0.3	-9.3	0.5	0.0	5.6	4.0
CC(O)CCC(=O)NNC(=S)Nc1ccccc1 (stereo not given)	4.1	2.4	5.8	1.3	-6.1	2.1	-0.3	1.2	0.6
CCN(CC(=O)NC1CCS(=O)(=O)C1)S(=O)(=O)c1ccc(C)c(C)c1 (stereo not given)	3.9	2.1	4.3	5.3	5.9	2.1	0.1	1.1	-3.4
CN(C)c1ccc(N=Cc2nc(-c3ccccc3)oc2OC(=O)c2ccccc2)cc1	-23.0	-14.6	-9.6	4.4	0.8	-2.3	-18.6	49.5*	-7.8
CC1(C)CC(=O)C(C=NCCN2CCN(C3CC(=O)N(c4cccc(Br)c4)C3=O)CC2)=C(O)C1 (stereo not given)	-1.4	2.7	5.5	1.3	-6.2	2.2	-2.5	-1.2	-0.7

Some of the entries so far, with values under each structure:
Below each SMILES – GLD-1 TGE inh, MCL1-BIM inh, Bcl-xL primary, PAFAH1B2 FP inh, PME-1 inh, pPAFAH FP inh, MEX-5 binding, AHR act, Fam108B inh
> CCc1cc2c(=O)n(-c3ccccc3)c(SCC(N)=O)nc2s1
  6.3, 12.3, 5.2, 1.8, 1.4, -1.0, 0.1, 2.8, 5.4
> CCOC(=O)CCCc1ccc(/C(C)=N/NC(=S)NC)cc1
  3.9, 4.3, 1.8, 3.7, 2.9, 1.4, -0.7, -1.0, -3.4
> Cc1cccc(NS(=O)(=O)c2cccc(C(=O)NNC(=O)c3ccccc3O)c2)c1
  0.6, -0.1, 0.8, 6.0, 4.9, 24.1, ., 5.3, .
> CCOC(=O)N1CCN(Cc2nc3c(c(=O)n(C)c(=O)n3C)n2Cc2cccc(C)c2)CC1
  2.5, -0.9, -0.8, 7.7, 0.1, -2.7, -3.0, 0.5, 0.6
> CC1CCC2(CC1)NC(=O)N(CC(=O)NCCc1ccc(F)cc1)C2=O (stereo not given)
  1.9, 6.5, -1.1, 10.6, 2.7, 20.3, ., 0.2, .
> CCc1ccc2[nH]c(=O)c(CN(CCCO)C(=O)NCc3ccccc3)cc2c1
  5.9, -3.8, -0.6, 9.7, 1.6, 15.4, 0.1, 0.5, -1.4
> CC1(OC(=O)CCc2ccccc2)C(=O)C=C2C=C(c3ccc(C#N)cc3)N(C(CO)CO)C=C2C1=O (stereo not given)
  11.0, 16.0, 9.2, 3.4, 2.7, 6.2, -1.7, 4.6, -0.5
> O=C(c1ccccc1)c1cc2ccccc2oc1=O
  7.5, 0.1, -0.1, 3.6, -9.0, 7.5, 0.7, 49.0*, 2.3

Continuation:
SMILES	GLD-1 TGE inh	MCL1-BIM inh	Bcl-xL primary	PAFAH1B2 FP inh	PME-1 inh	pPAFAH FP inh	MEX-5 binding	AHR act	Fam108B inh
COC(=O)c1ccc(C)c(NC(=O)CCCN2C(=O)NC(C)(C)C2=O)c1	4.8	3.5	0.9	1.3	5.6	1.6	.	-0.8	.
O=C(CSc1nnc(-c2ccc(Cl)cc2)n1-c1ccc(Cl)cc1)N/N=C/c1ccccc1C(=O)O	-5.0	-7.3	-6.7	.	-2.9	-0.1	-0.8	3.2	-0.4
Cc1nn(CCc2n[nH]c(=S)n2-c2ccc(F)c(Cl)c2)c(C)c1[N+](=O)[O-]	7.0	-15.6	-12.5	0.4	-1.4	-3.1	1.8	0.4	3.4
O=C(N/N=C\c1cccc(F)c1)c1ccc(Cn2cc(Br)c([N+](=O)[O-])n2)o1	-11.8	3.6	-1.5	-7.0	-10.8	-3.2	0.8	17.1	-4.0
CC(C)Oc1ccc(C2CC(=O)N(c3cccc(Br)c3)C2=O)cc1 (stereo not given)	1.9	2.3	-1.3	.	0.9	0.3	1.9	-1.1	-0.5
